POLH inh = qHTS for Inhibitors of Polymerase Eta; DNA polymerase eta (Homo sapiens), Q9Y253; recombinant Pol eta, fluorescent DNA replication assay; Potency, µM (doses to about 114 µM), without a hit: top-dose activity change, negative = inhibition, usual class: inhibitors; 390,000 tested, 1.2% active; AID 588591, 2011; further: potency means the concentration at half of the fitted maximal effect; on the % scale 0 is the no-effect control and ±100 the full control effect
Target sequence (Q9Y253 whole entry, looked up): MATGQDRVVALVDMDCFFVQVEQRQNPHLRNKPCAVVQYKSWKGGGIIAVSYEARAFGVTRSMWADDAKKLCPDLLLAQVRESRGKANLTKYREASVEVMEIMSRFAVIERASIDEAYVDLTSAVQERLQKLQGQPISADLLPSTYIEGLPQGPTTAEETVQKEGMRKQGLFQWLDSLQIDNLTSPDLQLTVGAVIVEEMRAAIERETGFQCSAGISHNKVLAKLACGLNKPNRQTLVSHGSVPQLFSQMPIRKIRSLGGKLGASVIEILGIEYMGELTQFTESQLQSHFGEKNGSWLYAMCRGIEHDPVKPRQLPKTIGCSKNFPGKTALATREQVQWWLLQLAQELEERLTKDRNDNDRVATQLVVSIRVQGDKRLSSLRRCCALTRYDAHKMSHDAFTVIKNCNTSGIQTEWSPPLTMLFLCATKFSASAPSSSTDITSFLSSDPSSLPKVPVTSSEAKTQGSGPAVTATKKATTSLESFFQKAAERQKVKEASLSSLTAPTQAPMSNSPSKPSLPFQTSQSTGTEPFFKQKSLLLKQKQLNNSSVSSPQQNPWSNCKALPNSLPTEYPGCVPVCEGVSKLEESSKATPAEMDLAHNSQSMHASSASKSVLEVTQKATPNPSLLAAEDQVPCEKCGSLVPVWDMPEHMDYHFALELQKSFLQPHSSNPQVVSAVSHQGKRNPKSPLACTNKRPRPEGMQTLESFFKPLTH
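Pol eta (10 nM) was preincubated with compounds for 15 min at room temperature, after which fluorescent replication substrate (50 nM final) was added to start the reaction. Fluorescence was read kinetically at 0 and 10 min.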
RGS4 inh = Inhibitors of Regulator of G Protein Signaling (RGS) 4: qHTS | Potency, µM (series often up to 114 µM), inactives show at the top dose activity change, negative = inhibition, actives largely listed as inhibitors | AID 504845, 2011 | Transcreener GDP fluorescence polarization, RGS4-accelerated GTP hydrolysis | 390,000 tested, 0.039% active; further: potency means the concentration at half of the fitted maximal effect; on the % scale 0 is the no-effect control and ±100 the full control effect; nearly all actives have a fitted effect of over 75% in size; some results filed as inactive show a strong effect at the top dose
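MLSMR compounds (23 nl, pin-transferred) preincubated 10 min at room temperature with a 500nM (2x) first reagent, then RGS4 at 900nM (2x) plus Transcreener GDP mix added; fluorescence polarization (620/688 nm) read before and after 90 min at 30 °C.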
APE1 inh = qHTS Assay for Inhibitors of the Human Apurinic/apyrimidinic Endonuclease 1 (APE1); DNA repair nuclease/redox regulator APEX1 (Homo sapiens), P27695; recombinant APE1, TAMRA/BHQ-2 abasic DNA cleavage fluorescence; Potency, µM (titrated, usually from 65.8 µM), without a hit: at the top dose activity change, negative = inhibition, actives largely listed as inhibitors; 350,000 tested, 0.35% active; AID 2517, 2012;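 further: potency means the concentration at half of the fitted maximal effect; plate controls were vehicle for no effect and reference inhibitor for full effect; nearly all actives have a fitted effect of over 55% in size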
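Activity was derived from the fluorescence gain between first and third kinetic reads (60 s intervals, ex 525/em 598 nm) after 50 nM THF-abasic TAMRA/BHQ-2 duplex was added to 0.75 nM APE1 preincubated 15 min with compound.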
LDHA block = qHTS assay for inhibitors of human lactate dehydrogenase | L-lactate dehydrogenase A chain (Homo sapiens), P00338 | purified LDHA, NADH/diaphorase-resazurin fluorescence; stronger effect = lower value | activity change, % (values are at about 110 or 230 µM) | 480,000 tested, 0.15% active; in the data active means activity change below about -30%; inconclusive means mostly about -25% to -30%;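 further: plate controls were DMSO wells for no effect and wells without enzyme for full effect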
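LDH5 2 nM; NADH 0.06 mM, pyruvate 0.2 mM; 200 mM Tris pH 7.4, EDTA, Tween-20; 5 min RT. Detection: diaphorase 0.133 mg/mL + resazurin 37 µM, fluorescence ex540/em590 at 0 and 20 min; normalized to enzyme-free and DMSO wells.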
12-LOX inh = Primary qHTS assay for inhibitors of human arachidonate 12S-lipoxygenase (ALOX12): Round 2. Polyunsaturated fatty acid lipoxygenase ALOX12 (Homo sapiens), P18054. purified 12hLO, xylenol orange hydroperoxide absorbance. Potency, µM (titrated, usually from 108 µM), without a hit: at the highest dose activity change, negative = inhibition, hits mostly inhibitors. 580,000 tested, 1.1% active. AID 1671190, 2021; further: potency means the concentration at half of the fitted maximal effect; on the % scale 0 is the no-effect control and ±100 the full control effect
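Purified human 12hLO at 150 nM in 25 mM Hepes, 0.01% Triton X-100, pH 7.0, preincubated 15 min at room temperature with compound. Reaction started with 40 uM arachidonic acid, 30 min at room temperature. Hydroperoxide measured by Fe-xylenol orange, 573/405 nm absorbance ratio.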
Apoferritin bind = qHTS Assay for Identification of Novel General Anesthetics; Potency, µM (top dose mostly 77.5 µM), for the others: at the highest dose activity change, negative = displacement, most hits filed as inhibitors; Ferritin light chain (Equus caballus), P02791; AID 485281, 2010; apoferritin/1-aminoanthracene competitive binding, fluorescence; 350,000 tested, 0.074% active; further: potency means the concentration at half of the fitted maximal effect; on the % scale 0 is the no-effect control and ±100 the full control effect; nearly all actives have a fitted effect of over 20% in size
Target sequence (P02791 2-175 limits assumed): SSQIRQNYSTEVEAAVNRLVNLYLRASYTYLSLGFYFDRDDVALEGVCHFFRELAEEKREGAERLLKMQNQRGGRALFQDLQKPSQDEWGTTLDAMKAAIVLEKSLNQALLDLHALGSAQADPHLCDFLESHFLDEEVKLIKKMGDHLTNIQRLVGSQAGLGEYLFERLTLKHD
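In PBS, apoferritin at 10 uM is loaded with 1-AMA from a 50% saturated solution. After 10 min of compound exposure at ambient temperature, reduced 535 nm fluorescence indicates probe displacement.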
POLB inh = qHTS Assay for Inhibitors of DNA Polymerase Beta | Potency, µM (highest dose often 114 µM), for the others: top-dose activity change, negative = inhibition, hits mostly inhibitors | Pol beta primer extension/strand displacement, fluorescence kinetic | 340,000 tested, 1.3% active | AID 485314, 2010 | P06746; further: potency means the concentration at half of the fitted maximal effect; on the % scale 0 is the no-effect control and ±100 the full control effect
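Human Pol beta at 10 nM; strand-displacement substrate 50 nM final. Compound exposure 15 min at room temperature before start, reaction 10 min at room temperature.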
ERG-DNA inh = qHTS for Small Molecule Inhibitors of the ERG Ets/DNA interaction; Transcriptional regulator ERG (Homo sapiens), P11308; fluorescence polarization, His-ERG Ets domain / labelled DNA; Potency, µM (titrated, usually from 76.9 µM), inactives show top-dose FP activity, negative = inhibition, most hits filed as inhibitors; 370,000 tested, 0.028% active; AID 624246, 2012; active means well fitted inhibition curve with a large enough effect in the polarisation, with a control signal flat; inconclusive means small, poorly fitted or top-dose-only effect, or effect the other way, or a change in a side signal; inactive means no such curve, though single readings can be large or run the other way; the % refers to the polarisation;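 further: polarization taken with two DNA probes labelled with fluorescein and Texas red; potency means the concentration at half of the fitted maximal effect; % of control where 0% means no effect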
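His-tagged ERG Ets domain (1 uM in the protein solution; 300mM KCl, 50mM Tris-HCl, 1mM EDTA, 1mM DTT, pH 7.5) received compound, then a probe mix of 5 nM fluorescein-DNA and 100nM Texas-615-DNA. Fluorescence polarization was read for both dyes.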
POLK inh = qHTS for Inhibitors of Polymerase Kappa; Potency, µM (titrated, usually from 107 µM), without a hit: at the top dose activity, negative = inhibition, actives largely listed as inhibitors; 400,000 tested, 0.53% active; purified Pol kappa, fluorescent DNA synthesis assay, 10 min; further: potency means the concentration at half of the fitted maximal effect; on the % scale 0 is the no-effect control and ±100 the full control effect
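Fluorescent qHTS in 1536-well format: enzyme (10 nM) and compound sat 15 min at room temperature before 50 nM substrate (final) was added. Signal taken at 0 and 10 min; no-enzyme buffer wells were negative controls.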
Active calls of the source: *; ? = inconclusive; nt = not tested or not shown; [ ] = dose if it differs, or a comment. Unless noted, the call rests on the fitted dose curve; in most records, active means well fitted curve in the direction sought with a large enough effect; inconclusive means small, poorly fitted or top-dose-only effect, or another doubt; inactive means no such curve, though single readings can be large; an effect the other way counts as inactive or inconclusive. An excerpt; count on the stated rates, not on these rows.

Fields – POLH inh, RGS4 inh, APE1 inh, LDHA block, 12-LOX inh, Apoferritin bind, POLB inh, ERG-DNA inh, POLK inh
- O=c1oc2ccccc2n1Cn1c(=O)oc2ccccc21
    -7%, -3%[11.4 µM], 2%, -6, 0%, -18%, 5%, 0%, -15%
- Cc1ccc2c(c1)C(c1ccccc1)CC(=O)O2 (stereo not given)
    -16%, -5%, ?, -1, ?, -6%, 3%, -5%, -10%
- Cc1ccc(-c2nnc3ccccc3c2C(=O)Nc2ccccc2F)cc1
    10%, -17%, nt, -10, -4%, -10%, 9%, -3%, 2%
- COc1ccc(-c2cc(C)no2)cc1S(=O)(=O)N1CCCN(Cc2ccccc2Cl)C1
    -13%, 2%, 31%, -1, -1%, 45%[activator], -26%, 0%, -10%
- CC(C)(C)OC(=O)NNc1c2ccccc2nc2ccccc12
    -5%, -15%, -7%, 2, 3%, 47%[activator], 24%, -18%, -1%
- CSC1=NS(=O)(=O)c2c(C)nn(C)c2S1
    -11%, ?, -2%, -2, ?, 3%, 25%, -15%, 0%
- Cc1ccc(S(=O)(=O)N2CCN(C(=O)c3ccnn3C)CC2)cc1C
    6%, 13%, -20%, -10, nt, 1%, 38%, 1%, -3%
- O=C(/C=C/c1ccc2ccccc2n1)N1CCN(S(=O)(=O)c2ccc(F)cc2)CC1
    -19%, 0%, 16%, -5, 10%, -20%, ?, -3%, -26%
- Cc1ccc(C)c(Cn2c(=O)n(CCCC(=O)NCc3ccco3)c(=O)c3ccccc32)c1
    -22%, -18%, 4%, -1, -5%, -4%, 34%, 4%, -8%
- Cc1ccccc1C(O)c1ccncc1 (stereo not given)
    -20%, 27%, 1%, -3, 18%, -8%, 8%, 2%, -7%
- O=S(=O)(NC(=S)Nc1ccccc1)c1ccc(F)cc1
    ?, -18%[11.4 µM], 5%, -4, ?, -9%, 13%, -4%, -8%
- CC(C)NC(=O)NC(=O)CSc1nnc(COc2ccccc2F)n1C(C)C1CC2CCC1C2 (stereo not given)
    -16%, -13%, -5%, 9, -11%, ?, -7%, -17%, -15%
- C[C@H]1CCC[C@]2(O[C@@H](CCO)C[C@@H](O)[C@@H]2O)O1
    -14%, 5%, nt, -4, -18%, nt, nt, 2%, -5%
- COc1ccc(N2CCN(C(=S)Nc3ccc(C)cc3C)CC2)cc1
    7%, 23%, 6%, -3, 0%, 1%, 48%, 7%, -10%
- COc1ccccc1N1CCN(C2CCCN(Cc3ccccc3OCCO)C2)CC1 (stereo not given)
    -19%, 18%, 31%, -2, 42%, 26%, 7%, 0%, -2%
- O=C(c1ccccc1)N1CCN(c2ccc(NCc3ccc4c(c3)OCO4)cc2)CC1
    -8%, -40%, 1%, 4, ?, -14%, 14%, -2%, -1%
- CC1CCC2(CC1)SCC(=O)N2c1ccccc1 (stereo not given)
    -10%, 1%, 13%, -5, 0%, -15%, -17%, -2%, -14%
- O=C(N/N=C/c1ccccc1C(=O)O)c1cccc(S(=O)(=O)Nc2cc(Cl)ccc2Cl)c1
    -8%, -6%, 17%, -10, -30%, -2%, 5%, -8%, -17%
- Cc1ccc(C)c(C(=O)CCC(=O)OCn2nnc3ccccc3c2=O)c1
    -2%, -16%, -10%, -1, 401%[activator], nt, nt, -2%, -7%
- Nc1ccccc1Oc1ccccc1
    nt, nt, 3%, 6, -36%, -22%, nt, nt, 3%[60.1 µM]
- CC1(C)C(=O)C2(CCCCC2)C(=O)OC1c1cccc([N+](=O)[O-])c1 (stereo not given)
    -14%, 3%, 8%, -1, -8%, -7%, -1%, 5%, 4%
- CC(C)Oc1ccc(CNC(=O)CN2C(=O)CCc3cc(S(=O)(=O)N4CCCCC4)ccc32)cc1
    -3%, 40%, nt, -11, -12%, -2%, -14%, 4%, -13%[60.1 µM]
- CCOc1cc(C(=O)Nc2cccc(C(C)=O)c2)ccc1OCC(=O)N1CCCCC1
    10%, 9%, 3%, -16, -16%, -13%, -1%, -9%, 2%
- COCCNC(=S)Nc1ccc(S(=O)(=O)Nc2ncccn2)cc1
    -2%, 7%, 1%, -6, -8%, -1%, 1%, 6%, -18%
- OCCCc1nc2n(n1)C(c1ccccc1)C=C(c1ccccc1)N2 (stereo not given)
    -18%, -31%, -4%, 1, nt, nt, -9%, -1%, 2%
- COc1ccc(S(=O)(=O)N2CCCCCC2)cc1C(=O)N(C)Cc1ccc(C(C)(C)C)cc1
    ?, -34%, -11%, 3, -5%, -4%, 1%, 3%, -3%
- CCc1ccccc1NC(=O)CN(C)S(=O)(=O)c1ccc2c(c1)c(=O)n(C)c(=O)n2C
    -8%, 0%, 4%, -1, -2%[57.4 µM], -4%, -11%, -6%, ?
- CCc1nnc(NC(=O)CSc2nnc3c(C)cc4c(C)ccc(C)c4n23)s1
    -9%, 25%, 16%, -2, -2%, -3%, 32%, -2%, -21%
- O=C(Nc1cccc(S(=O)(=O)N2CCCCC2)c1)c1ccc([N+](=O)[O-])o1
    2%, -1%[11.4 µM], -7%, -3, -3%, -22%, ?, -3%, -4%
- Cc1onc(-c2c(Cl)cccc2Cl)c1C(=O)Nc1ccc(C(N)=O)cc1
    -24%, -4%, 29%, -6, 1%, 3%, 1%, 4%, 1%

Record cards, from the list above. Order of screens: POLH inh	RGS4 inh	APE1 inh	LDHA block	12-LOX inh	Apoferritin bind	POLB inh	ERG-DNA inh	POLK inh
CCc1nnc(NC(=O)CSc2nnc3c(C)cc4c(C)ccc(C)c4n23)s1 reads -9%	25%	16%	-2	-2%	-3%	32%	-2%	-21%
OCCCc1nc2n(n1)C(c1ccccc1)C=C(c1ccccc1)N2 (stereo not given) reads -18%	-31%	-4%	1	nt	nt	-9%	-1%	2%
CC1(C)C(=O)C2(CCCCC2)C(=O)OC1c1cccc([N+](=O)[O-])c1 (stereo not given) reads -14%	3%	8%	-1	-8%	-7%	-1%	5%	4%
COCCNC(=S)Nc1ccc(S(=O)(=O)Nc2ncccn2)cc1 reads -2%	7%	1%	-6	-8%	-1%	1%	6%	-18%

The listing continues:
SMILES	POLH inh	RGS4 inh	APE1 inh	LDHA block	12-LOX inh	Apoferritin bind	POLB inh	ERG-DNA inh	POLK inh
COc1ccc(C(C(=O)NCc2ccccc2)N(C(=O)Cn2nnc3ccccc32)c2ccc(F)cc2)cc1 (stereo not given)	-5%	8%	nt	-8	-22%	-10%	0%	3%	0%
Cc1ccc(NC(=O)C(C)Sc2nnc3ccccn23)cc1 (stereo not given)	-12%	-7%	16%	-1	-10%	nt	nt	-5%	13%
Cc1cccc(C(=O)Nc2cccc(C(=O)N/N=C/c3ccccn3)c2)c1	1%	-2%	6%	-4	2%	-4%	15%	0%	-11%
COc1cccc(CNC(=O)c2ccccc2NC(=O)C2=C(C)OCCS2)c1	-15%	3%	66%[activator]	0	-5%	-17%	2%	12%	15%
Cc1nc(N)nc(N)c1-c1ccc([N+](=O)[O-])cc1	-15%	17%	nt	-8	-4%	nt	nt	5%	-5%
CCCCCn1c(=N)n(CC(O)COc2cccc(C)c2)c2ccccc21 (stereo not given)	-1%	1%	nt	-3	-13%	-14%	0%	4%	-3%
O=C(c1ccc2c(c1)N(Cc1ccc(Cl)cc1)C(=O)c1ccccc1S2(=O)=O)N1CCN(Cc2ccccc2)CC1	-19%	2%	nt	-1	-14%	-14%	4%	1%	-9%
COc1ccc(Oc2nc3ccccc3n(C)c2=O)cc1	-1%	7%	-5%	3	-17%	1%	3%	3%	11%
Cc1onc(-c2c(Cl)cccc2Cl)c1C(=O)NN1CCCCCC1	-18%	-1%	-2%	1	?	-11%	-30%	3%	0%
Nc1c(-c2nc(-c3cccs3)no2)nnn1-c1cccc(F)c1	-10%	-2%	nt	-1	-9%	0%	7%	1%	5%
